# CHRM1 PAM = potentiates human M1 receptor response to acetylcholine | CHO-K1 hM1, Fluo-8 calcium fluorescence, ACh EC20; 0% = ACh EC20, 100% = maximal ACh | hit rate 0.088% among 360,000 | P11229 | AID 588819 | activation, % at 3 µM; in the data active means activation above about 19%, passing the limit was not always enough
# Target sequence (P11229 whole entry, looked up): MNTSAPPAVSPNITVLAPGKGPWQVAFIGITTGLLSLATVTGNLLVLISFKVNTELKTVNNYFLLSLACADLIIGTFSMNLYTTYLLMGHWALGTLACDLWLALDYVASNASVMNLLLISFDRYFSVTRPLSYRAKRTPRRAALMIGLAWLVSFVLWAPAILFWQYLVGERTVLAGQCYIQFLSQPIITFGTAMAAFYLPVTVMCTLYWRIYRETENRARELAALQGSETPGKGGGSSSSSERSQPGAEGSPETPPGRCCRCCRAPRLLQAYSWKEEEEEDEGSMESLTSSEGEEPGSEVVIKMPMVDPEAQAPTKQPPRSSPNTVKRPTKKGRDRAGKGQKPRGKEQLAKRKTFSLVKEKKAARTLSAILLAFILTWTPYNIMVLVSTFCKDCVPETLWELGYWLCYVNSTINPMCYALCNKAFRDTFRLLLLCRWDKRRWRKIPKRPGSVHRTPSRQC
# CHRM1 agonist = activates human CHRM1 receptor; P11229; CHO-K1 hM1, Fluo-8 calcium fluorescence, agonist mode; 0% DMSO, 100% acetylcholine EC100; activation, % at 3 µM; AID 588814; hit rate 0.33% among 360,000;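 active means activation above the run's mean compound activation plus 3 SD, cut at about 16% in these data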;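 further: peak over basal fluorescence ratio within a 140 s kinetic read after compound addition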
# CHO-K1 Ca antag = nonselective inhibitor or artifact in parental CHO-K1 cells; ATP-induced calcium, Fluo-8 fluorescence; inhibition, % at 3 µM; hit rate 0.6% among 360,000; AID 602250;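 active means inhibition above a per-plate cutoff, the plate's mean sample inhibition plus 3 SD, cut at about 24% in these data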;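 further: 0% = DMSO plus EC80 ATP and 100% = DMSO alone without ATP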
# TAAR1 antagonist = antagonists of human TAAR1. inhibition, % at 3 µM. hit rate 1.5% among 360,000. CHO RD-HGA16 TAAR1, Fluo-8 calcium fluorescence, antagonist;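 active means inhibition above a per-plate cutoff, the mean inhibition of test compounds on that plate plus 3 SD, cut at about 49% in these data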;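 further: 0% = DMSO plus EC80 beta-PEA response and 100% = DMSO alone without agonist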
# Target sequence (Q96RJ0 whole entry, looked up): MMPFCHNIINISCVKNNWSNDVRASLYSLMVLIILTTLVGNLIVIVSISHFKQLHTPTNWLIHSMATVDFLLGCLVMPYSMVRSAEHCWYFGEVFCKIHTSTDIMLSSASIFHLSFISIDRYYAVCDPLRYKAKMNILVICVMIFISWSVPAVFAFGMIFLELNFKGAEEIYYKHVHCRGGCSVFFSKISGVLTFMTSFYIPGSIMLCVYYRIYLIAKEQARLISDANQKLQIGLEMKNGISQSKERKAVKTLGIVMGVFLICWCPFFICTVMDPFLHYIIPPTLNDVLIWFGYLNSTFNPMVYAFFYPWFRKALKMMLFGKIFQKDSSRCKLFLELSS
#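 Test system – hTAAR1-expressing CHO RD-HGA16 cells, Gα16-coupled · Also added – β-PEA at EC80 concentration, post-compound challenge · Compound – 3 µM, single point · Incubation – dye loading 75 min at 37 °C, then 30 min room temperature · Measured by – Fluo-8 intracellular calcium dye fluorescence, real-time kinetic reads · Benchmarks – vehicle and agonist controls · Replicates – singlicate, one well per test compound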
# CHRM1 antagonist = human CHRM1 antagonism. inhibition, % at 3 µM. P11229. CHO-K1 hM1, Fluo-8 calcium fluorescence, ACh EC80 antagonist. hit rate 1.3% among 360,000;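 active means percent inhibition above its own plate's cutoff, namely the mean of that plate's compound wells plus 3 SD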;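 further: peak over basal fluorescence ratio during 140 s after agonist addition; 0% = ACh EC80 plus DMSO and 100% = DMSO alone without agonist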
# M1 ag parental = nonselective activator or artifact in parental CHO-K1 cells; Fluo-8 calcium fluorescence; scaled to maximal ATP response, vehicle zero; activation, % at 3 µM; hit rate 0.48% among 360,000; AID 602248; in the data active means activation above about 15%;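 further: untransfected CHO-K1 host cells lacking M1 receptor as counterscreen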
# TAAR1 ag = human TAAR1 agonism; Q96RJ0; hit rate 0.99% among 360,000; CHO RD-HGA16 TAAR1, Fluo-8 calcium fluorescence; vehicle wells 0%, saturating PEA agonist 100%; AID 624467; activation, % at 3 µM;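 active means activation above the mean activation of all test compounds in the run plus 3 SD, cut at about 38% in these data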
#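 System: CHO RD-HGA16 cells carrying human TAAR1 plus Gα16; Incubation: 17-24 h seeding, 75 min 37 °C dye, 30 min RT; Measured by: Fluo-8 fluorescence, 5 s baseline then 140 s kinetic read; Control set: DMSO and PEA EC100; Replication: single well for each compound.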
# CHO-K1 Ca PAM = counter-screen for M1 PAMs: effect in parental CHO-K1 cells; ATP EC20, Fluo-8 calcium fluorescence; 0% at ATP EC20, 100% at ATP max; activation, % at 3 µM; hit rate 0.02% among 360,000;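 active means activation above the run cutoff, the mean activation of all test compounds plus 3 SD, cut at about 40% in these data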;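 further: peak over basal fluorescence ratio in a 140 s read after ATP addition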
# CHO parental Ca = counter-screen: ATP calcium response change in parental CHO cells; parental CHO-K1, ATP-induced calcium, Fluo-8 fluorescence; inhibition, % at 5.6 µM; hit rate 0.63% among 330,000;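 active means inhibition above that plate's mean sample inhibition plus 3 SD, cut at about 26% in these data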;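 further: 0% = ATP-challenged DMSO wells and 100% = DMSO wells without ATP; some compounds past the cut are filed as inactive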
#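 Test system: parental CHO cells; detection: calcium-sensitive Fluo-8 fluorescence; evaluation: percent inhibition of calcium signal; also added: ATP as calcium-mobilizing challenge; repeats: one well per compound; control set: ATP-challenged DMSO wells low, unchallenged DMSO wells high; compound: single nominal dose of 5.6 µM per compound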
# An asterisk follows results filed as active; / = not tested or not shown. Rows are unselected (roughly 4.4% active in at least one column).
SMILES,CHRM1 PAM,CHRM1 agonist,CHO-K1 Ca antag,TAAR1 antagonist,CHRM1 antagonist,M1 ag parental,TAAR1 ag,CHO-K1 Ca PAM,CHO parental Ca
Cc1ccc(-c2csc(NC(=O)c3ccc(S(=O)(=O)N4CCc5ccccc54)cc3)n2)cc1,-1,-1,-1,4,4,0.2,-1,16,0
CN(CC(=O)N1CCCCC1)S(=O)(=O)c1cccc2cccnc12,10,-1,1,-7,-18,1.2,2,18,-5
COc1cccc(CNc2nc3nc(C)c(Cl)c(=O)n3[nH]2)c1,-1,-2,-8,16,-13,0.2,-4,4,10
O=C1CSC(=S)N1N=C1CCCCCC1,-5,-3,1,12,12,0.9,2,24,4
CC(Cc1ccccc1)NC(=S)CN1CCCC1=S (stereo not given),1,-5,-10,15,-4,0.6,0,12,5
CC(C)C[C@H]1COc2cc(N3CC[C@@H](O)C3)ccc2S(=O)(=O)N1,/,/,-18,-16,/,2.8,5,14,/
NC(=O)COc1ccc(/C=N\NC(=O)CC(=O)NCCc2ccccc2)cc1,19,4,-12,-17,-18,-0.7,33,23,-8
Cc1ccccc1C(=O)NC(NCc1ccco1)C(Cl)(Cl)Cl (stereo not given),6,-2,-14,-5,-3,0.5,16,4,-11
COc1ccc(C(=O)NCCc2c[nH]c3ccc(OC)cc23)cc1,8,-3,1,1,-3,0.8,6,8,-2
COC(=O)c1ccc(Nc2nc3ccc(C)cc3n3cnnc23)cc1,-4,1,-8,-7,12,-0.2,-1,-9,-5
C[C@H]1Cn2cnc(C(=O)N[C@H](C)c3ccccc3)c2C(=O)N1,2,-1,-9,-17,-4,0.1,2,9,/
CN(C)S(=O)(=O)c1ccc(NC(=O)COc2ncnc3sccc23)cc1,-8,-8,-12,-5,16,1.5,2,-9,-1
COc1ccccc1NC(=O)COC(=O)c1cc2c(s1)CCC2,-14,-8,-7,7,4,-0.3,-2,14,/
Cc1cc2c(cc1S(=O)(=O)N1CCN(c3ccccc3F)CC1)OCC(=O)N2,1,-1,-4,3,-1,0.7,0,-5,2
COc1ccc(C(=O)OC2CCN(C)CC2)cc1,8,-9,-14,4,-44,0.7,0,24,3
Cc1cc(S(=O)(=O)NCCc2ccccc2)c(C)s1,-10,-6,20,3,10,0.5,3,0,-16
CCCCOc1ccccc1Cn1c(=O)oc2ccc(C)cc21,6,-3,11,-1,0,-0.6,1,-2,-21
CCOC(=O)CC1(c2ccccc2)CCOC(C)(C)C1 (stereo not given),8,1,0,9,-7,0.2,5,6,1
CCC(C)c1ccc(NC(=O)c2[nH]c(C)c(C(C)=O)c2C)cc1 (stereo not given),-7,-1,0,7,-5,11,4,13,14
O=C(CSCCO)Nc1cccc([N+](=O)[O-])c1,5,-7,-9,-10,-12,0.3,0,16,-9
CN(C)c1ccc(/C=C/CNC[C@H]2O[C@@H](n3ccc(N)nc3=O)[C@H](O)[C@@H]2O)cc1,5,-4,-9,-12,-9,0.7,2,15,/
Brc1nnc2n1-c1ccccc1Sc1ccccc1-2,6,-7,-10,-17,-4,-0.2,9,24,-12
CC(C)(C)NC(=O)C[C@H]1C[C@H](C(=O)N2CCCCC2)[C@@]2(C)c3[nH]c4ccc(Cl)cc4c3CCN2C1=O,12,0,-5,-10,-12,0.0,3,3,-24
Cc1ccc(NC(=O)COC(=O)CN2C(=O)NC3(CCCC3)C2=O)cc1S(=O)(=O)N(C)C,3,-3,-15,-3,1,1.8,1,28,-8
CCCC(=O)Nc1nnc(SCC)s1,0,-8,-3,-16,-3,-0.2,2,2,3

# (more compounds)
SMILES,CHRM1 PAM,CHRM1 agonist,CHO-K1 Ca antag,TAAR1 antagonist,CHRM1 antagonist,M1 ag parental,TAAR1 ag,CHO-K1 Ca PAM,CHO parental Ca
CC1(NC(=O)Cc2c(F)cccc2Cl)CCS(=O)(=O)C1 (stereo not given),5,-2,6,-24,-3,4.8,8,1,1
CCOc1ccc(C(C)=O)cc1COC(=O)c1cnc(Cl)c(Cl)c1,8,-3,-7,-28,-11,-0.3,-2,-8,-42
O=C(O)CCCNC(=O)OCc1ccccc1,4,-2,-9,-2,-6,-0.3,1,14,3
COc1ccc(-n2c(O)c(/C=N/NS(=O)(=O)c3cccc([N+](=O)[O-])c3)c3ccccc3c2=O)cc1OC,4,0,-10,12,-1,2.2,18,5,-15
C/C(=N\NC(=O)c1sccc1C)c1ccncc1,9,-1,-7,-10,-14,3.3,0,-12,-14
CCOc1ccc(NS(=O)(=O)c2ccc(C(=O)NCc3ccccn3)cc2)cc1,1,28*,1,38,8,21*,71*,-8,7
Nc1c(C2CCCCC2)c(=O)on1C(=O)c1ccccc1,12,-1,-14,-16,-23,0.7,0,17,/
CC(C)c1ccc(NC(=O)Nc2nnc([C@H]3C[C@H](O)[C@@H](CO)O3)s2)cc1,-3,1,4,-9,3,0.6,5,0,/
O=C(NNC1CC(=O)N(c2ccc(Br)cc2)C1=O)c1ccccn1 (stereo not given),-6,-4,-12,-1,2,0.7,0,26,-3
C=CCn1c(NC(C)c2cc(Cl)ccc2O)nc2ccccc21 (stereo not given),-11,-9,-3,13,8,4.1,2,19,19
CCCCOc1ccc(C(=O)Nc2ccc(N3CCN(C)CC3)cc2)cc1,-12,-5,-2,23,5,0.3,48*,8,-11
c1ccc(OCCN2CCN(Cc3nc(-c4ccc5c(c4)OCO5)no3)CC2)cc1,-1,-9,-3,10,2,4.1,4,14,-15
COc1ccccc1-n1cc(C(=O)NCC(=O)N2CCN(Cc3ccccc3)CC2)c2ccccc2c1=O,6,-2,-18,2,-3,1.1,0,11,0
O=C(Nc1ccc(O)c(-c2nc3ccccc3s2)c1)C1=COCCO1,-22,-8,-9,29,79*,3.2,2,16,-11
Cn1c(=O)c2c(nc(Oc3ccccc3Br)n2C)n(C)c1=O,7,-1,-9,-4,-18,0.9,3,3,/
CSc1ccccc1C(=O)Nc1ccc(C)c(C)c1,-8,-3,9,12,16,0.2,1,-4,-12
CCc1ccc(N2CCN(S(=O)(=O)CC34CCC(CC3=O)C4(C)C)CC2)cc1 (stereo not given),2,1,-6,19,-11,2.3,3,18,/
Cc1ncc([N+](=O)[O-])n1CC(=O)NC1CCCC1,9,-6,-9,-9,-10,0.1,0,13,-8
COc1ccc(CCN=C(N)NS(=O)(=O)c2ccc(C)c(C)c2)cc1,14,-6,-3,11,-7,0.3,-1,17,-5
Cc1cccc(C2Nc3ccccc3C(=O)N2CCc2ccccc2)n1 (stereo not given),0,-9,-22,-1,-3,3.2,16,11,-27
CCCC(C(=O)O)n1c(O)c(C=C2N=c3ccccc3=N2)sc1=S (stereo not given),5,0,-1,5,3,0.1,0,5,8
CCOC(=O)CNC(=O)CSc1nc2cccnc2n1C1CCCCC1,3,-5,-5,-1,-16,-0.1,2,4,-16
CCOc1ccc(/C(C)=N/NC(=O)c2nnn(-c3nonc3N)c2-c2cccs2)cc1,3,4,-7,47,-1,4.4,119*,16,1
COc1ccc(N(CC(=O)NCc2ccc(Cl)cc2)S(=O)(=O)c2ccccc2[N+](=O)[O-])c(OC)c1,11,1,-8,11,1,2.8,13,24,-13
COc1cccc2c1Oc1ncccc1N(C(=O)CCC(=O)NCc1ccccc1F)C2,-7,-4,10,-13,19,0.4,0,-1,-8

# Next section
SMILES,CHRM1 PAM,CHRM1 agonist,CHO-K1 Ca antag,TAAR1 antagonist,CHRM1 antagonist,M1 ag parental,TAAR1 ag,CHO-K1 Ca PAM,CHO parental Ca
CSc1ccccc1C(=O)N1CCC(CCC(=O)NCc2ccc(F)cc2)CC1,2,-1,6,-13,-3,5.0,1,-4,-13
Cc1nnc(NC(=O)CSc2nnc(NC(=O)C(C)(C)C)s2)s1,6,-5,6,-2,2,-0.2,2,-9,-9
O=C(Nc1cc(Cl)ccc1N1CCOCC1)c1cc2ccccc2o1,3,-4,-10,-25,-3,1.3,0,23,-18
CC1=C(C(=O)OCc2cc(C)on2)N2C(=O)[C@@H](NC(=O)OCc3cc(C)on3)[C@H]2SC1,-6,-6,-6,12,-1,0.2,0,-8,-16
COc1cc(S(=O)(=O)N2CCCCC2)ccc1NC(=O)Cc1ccccc1,-4,-2,-7,/,12,0.9,/,21,12
Cc1noc(C)c1C(=O)OCC(=O)NC(c1ccccc1)c1ccccc1,1,-6,-5,14,0,1.3,-1,10,-13
CCc1ccc(OC(=O)c2cccnc2)cc1,5,-5,-1,4,-5,-0.9,4,5,-2
CCOC(=O)Cc1csc(NC(=O)COc2cccc(C)c2)n1,-3,-3,-5,2,13,6.4,7,8,-8
Cc1sc2nc(SCC(=O)Nc3cccc(C(=O)O)c3)[nH]c(=O)c2c1C,0,-2,-2,-29,2,1.0,0,-12,/
Cc1cccc(-c2ccc3[nH]c4c(c3c2)CCN2C[C@@H]([C@H](C)OC(=O)Nc3ccccc3C)[C@@H](N(C)C(=O)Nc3ccccc3C)C[C@@H]42)c1,-2,3,1,5,-4,0.5,4,-1,/
CC(=O)Nc1cccc(NC(=O)CSc2nc3c(=O)n(C)c(=O)n(C)c3n2C)c1,-1,-4,-3,-35,7,0.8,6,16,11
Cc1cccc(Nc2nnc(SCC(=O)Nc3ccccc3[N+](=O)[O-])s2)c1,-5,-5,-7,23,3,4.0,5,16,-18
O=C(c1cccc(S(=O)(=O)N2CCCCC2)c1)N1CCN(S(=O)(=O)c2ccc(F)cc2)CC1,0,-1,-9,16,-6,3.2,15,11,6
O=C(C[C@@H]1C/C=C\CC[C@@H](Cc2ccc(F)cc2)C(=O)OC[C@@H](Cc2ccccc2)NC1=O)NCCO,1,-5,-11,0,5,0.8,5,10,-20
Cc1ccc(OCC(=O)N2CC(C)CC(C)C2)c([N+](=O)[O-])n1 (stereo not given),4,0,-3,6,-14,0.6,3,-1,-10
OCC1(Cc2ccccc2)CCCN(Cc2cnn(-c3ccccc3)c2)C1 (stereo not given),-10,-15,3,-1,-1,0.4,6,3,-21
COc1ccc(C(=O)CSc2cc(C)[nH]c(=O)n2)cc1,7,2,-9,-4,1,1.0,1,-3,-11
COc1ccc(CN(C)C(=O)CNC(=O)c2cccs2)c(OC)c1,0,-2,16,13,2,0.3,7,-2,-4
CC(C)c1ccc(NS(=O)(=O)c2ccc3c(c2)oc(=O)n3C)cc1,2,1,-14,9,2,4.8,23,-4,-2
COc1ccc(C(=O)C(C)C(C)=O)c(OCc2ccccc2)c1OC (stereo not given),8,-6,9,-7,-20,-0.7,7,-18,/

# A draw from above in order of molecular weight, lowest first.
SMILES,CHRM1 PAM,CHRM1 agonist,CHO-K1 Ca antag,TAAR1 antagonist,CHRM1 antagonist,M1 ag parental,TAAR1 ag,CHO-K1 Ca PAM,CHO parental Ca
CC(C)c1ccc(NS(=O)(=O)c2ccc3c(c2)oc(=O)n3C)cc1,2,1,-14,9,2,4.8,23,-4,-2
COc1ccc(CN(C)C(=O)CNC(=O)c2cccs2)c(OC)c1,0,-2,16,13,2,0.3,7,-2,-4
CSc1ccccc1C(=O)N1CCC(CCC(=O)NCc2ccc(F)cc2)CC1,2,-1,6,-13,-3,5.0,1,-4,-13
